# High-throughput results from PubChem.
# Apoferritin bind – binds horse apoferritin like a general anesthetic. P02791. 350,000 compounds, 0.074% hits. apoferritin/1-aminoanthracene competitive binding, fluorescence. Potency, µM (highest dose often 77.5 µM), without a hit: at the highest dose activity change, negative = displacement, usual class: inhibitors; also: potency is read from the fitted curve at half-maximal effect; % is scaled to controls: 0 for no effect and ±100 for the full control effect; nearly all actives have a fitted effect of over 20% in size
#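 Concentration-response curves derived by four-parameter Hill fitting of normalized fluorescence, where compounds displaced 1-AMA from 10 uM horse apoferritin following a brief 10 min room-temperature incubation; propofol titration acted as positive control.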
# Pol kappa inh – DNA polymerase kappa (human) inhibition | Q9UBT6 | purified Pol kappa, fluorescent DNA synthesis assay, 10 min | Potency, µM (doses to about 107 µM), for the others: top-dose activity, negative = inhibition, usual class: inhibitors | 400,000 compounds, 0.53% hits; also: potency is read from the fitted curve at half-maximal effect; % is scaled to controls: 0 for no effect and ±100 for the full control effect
#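 Here, compound and 10 nM enzyme are combined for 15 min at room temperature; adding 50 nM substrate (final) starts DNA synthesis, tracked by fluorescence at 0 and 10 min against buffer-only wells.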
# ERG Ets-DNA blk – blocks human ERG Ets domain binding to DNA | fluorescence polarization, His-ERG Ets domain / labelled DNA | P11308 | AID 624246 | Potency, µM (doses to about 76.9 µM), without a hit: at the top dose FP activity, negative = inhibition, hits mostly inhibitors | 370,000 compounds, 0.028% hits; active = well fitted inhibition curve with a large enough effect in the polarisation, with a control signal flat; inconclusive = small, poorly fitted or top-dose-only effect, or effect the other way, or a change in a side signal; inactive = no such curve, though single readings can be large or run the other way; the % refers to the polarisation;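 also: polarization taken with two DNA probes labelled with fluorescein and Texas red; potency is read from the fitted curve at half-maximal effect; % of control where 0% means no effect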
#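 His-tagged ERG Ets domain (1 uM in the protein solution; 300mM KCl, 50mM Tris-HCl, 1mM EDTA, 1mM DTT, pH 7.5) received compound, then a probe mix of 5 nM fluorescein-DNA and 100nM Texas-615-DNA. Fluorescence polarization was read for both dyes.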
# 12-LOX inh – ALOX12 (human) lipoxygenase inhibition; P18054; purified 12hLO, xylenol orange hydroperoxide absorbance; Potency, µM (titrated, usually from 108 µM), without a hit: top-dose activity change, negative = inhibition, actives largely listed as inhibitors; AID 1671190; 580,000 compounds, 1.1% hits; also: potency is read from the fitted curve at half-maximal effect; % is scaled to controls: 0 for no effect and ±100 for the full control effect
# Target sequence (P18054 whole entry, looked up): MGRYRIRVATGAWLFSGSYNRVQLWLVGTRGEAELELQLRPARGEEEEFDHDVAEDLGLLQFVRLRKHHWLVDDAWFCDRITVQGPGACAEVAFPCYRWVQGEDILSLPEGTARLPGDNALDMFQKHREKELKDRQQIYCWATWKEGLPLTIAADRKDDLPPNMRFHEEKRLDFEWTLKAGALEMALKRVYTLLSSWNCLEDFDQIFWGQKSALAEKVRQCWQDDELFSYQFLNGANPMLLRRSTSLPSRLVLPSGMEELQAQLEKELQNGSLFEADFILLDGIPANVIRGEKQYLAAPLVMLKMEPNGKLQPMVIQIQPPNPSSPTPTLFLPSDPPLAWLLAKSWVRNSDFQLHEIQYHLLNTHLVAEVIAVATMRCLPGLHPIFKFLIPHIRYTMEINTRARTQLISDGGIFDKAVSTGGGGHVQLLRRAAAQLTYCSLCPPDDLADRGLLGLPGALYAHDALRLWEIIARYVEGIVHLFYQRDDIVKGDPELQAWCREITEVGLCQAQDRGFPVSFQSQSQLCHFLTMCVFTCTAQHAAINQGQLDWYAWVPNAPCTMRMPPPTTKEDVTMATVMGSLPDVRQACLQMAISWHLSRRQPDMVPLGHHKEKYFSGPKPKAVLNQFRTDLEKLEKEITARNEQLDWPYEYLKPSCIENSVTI
#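 Purified human 12hLO (150 nM final) in 25 mM Hepes, 0.01% Triton X-100, pH 7.0 was preincubated 15 min at room temperature with compound. Then 40 uM arachidonic acid was added, 30 min. Hydroperoxide was read by Fe-XO absorbance ratio 573/405 nm.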
# APEX1 inh – APE1 (human) endonuclease inhibition; P27695; recombinant APE1, TAMRA/BHQ-2 abasic DNA cleavage fluorescence; Potency, µM (series often up to 65.8 µM), for inactives: at the top dose activity change, negative = inhibition, hits mostly inhibitors; 350,000 compounds, 0.35% hits;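 also: potency is read from the fitted curve at half-maximal effect; plate controls were vehicle for no effect and reference inhibitor for full effect; nearly all actives have a fitted effect of over 55% in size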
# Target sequence (P27695 whole entry, looked up): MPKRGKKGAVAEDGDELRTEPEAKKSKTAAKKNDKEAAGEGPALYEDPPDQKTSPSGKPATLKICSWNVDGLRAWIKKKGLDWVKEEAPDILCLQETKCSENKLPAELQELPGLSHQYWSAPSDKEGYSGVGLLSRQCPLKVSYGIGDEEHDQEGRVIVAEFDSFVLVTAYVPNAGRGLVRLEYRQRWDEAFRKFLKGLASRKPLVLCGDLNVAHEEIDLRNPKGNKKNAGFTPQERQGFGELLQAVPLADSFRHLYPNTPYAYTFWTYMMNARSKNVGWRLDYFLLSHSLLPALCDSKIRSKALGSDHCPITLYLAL
#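 0.75 nM APE1 + cpd, 15 min RT; start w/ 50 nM TAMRA/BHQ-2 THF-abasic dsDNA; kinetic fluor 525/598 nm ×3 reads @60 s; Δ(read3−read1); normalized to DMSO and NSC13755 control wells.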
# POLB inh – DNA polymerase beta (human) inhibition; 340,000 compounds, 1.3% hits; AID 485314; Potency, µM (highest dose often 114 µM), for inactives: at the top dose activity change, negative = inhibition, most hits filed as inhibitors; Pol beta primer extension/strand displacement, fluorescence kinetic; also: potency is read from the fitted curve at half-maximal effect; % is scaled to controls: 0 for no effect and ±100 for the full control effect
#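 10 nM enzyme + cpd, 15 min RT; start with substrate 50 nM final; read 0 min and after 10 min RT. Corrected, normalized data; 4-parameter Hill curve fit.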
# Pol iota inh – DNA polymerase iota (human) inhibition; Potency, µM (series often up to 115 µM), inactives show at the top dose activity, negative = inhibition, usual class: inhibitors; Pol iota fluorescent replication assay, 10 min; 390,000 compounds, 1% hits; Q9UNA4; AID 588590; also: potency is read from the fitted curve at half-maximal effect
#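 Pol iota at 10 nM preincubated 15 min with compounds at room temperature; reaction started with fluorescent substrate, 50 nM final. Fluorescence read kinetically at 0 and 10 min; buffer-only wells as negative control.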
# TRHR ag – agonists of human TRH receptor. P34981. TRHR cells, calcium flux fluo-8, FDSS agonist mode. activation, % at 2 µM. 360,000 compounds, 0.18% hits. AID 493084; in the data active = activation above about 30%; also: 0% is about no effect
#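 TRHR-expressing cells loaded with fluo-8 calcium dye; 23 nL library compound pin-transferred, kinetic FDSS fluorescence (Ex 480/Em 530) recorded about 180 s for agonist-induced calcium release, before a 10 nM TRH EC20 addition for potentiator mode.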
# BLM inh – inhibitors of human Bloom syndrome helicase BLM | AID 2528 | Potency, µM (series often up to 56.1 µM), for inactives: at the highest dose activity change, negative = inhibition, usual class: inhibitors | 350,000 compounds, 0.2% hits | P54132 | recombinant BLM DNA unwinding, fluorescence dequenching;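 also: potency is read from the fitted curve at half-maximal effect; plate controls were vehicle for no effect and no enzyme for full effect; nearly all actives have a fitted effect of over 35% in size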
# * hit, by the source's call; ? = inconclusive; nt = no result given; & = joins results of further samples; [ ] = dose if it differs, or a comment. Unless noted, calls follow the shape of the dose curve; as a rule, active = well fitted curve in the direction sought with a large enough effect; inconclusive = small, poorly fitted or top-dose-only effect, or another doubt; inactive = no such curve, though single readings can be large; an effect the other way counts as inactive or inconclusive. Only part of the results is shown; count on the stated rates, not on these rows.
# Assay codes – A = Apoferritin bind; B = Pol kappa inh; C = ERG Ets-DNA blk; D = 12-LOX inh; E = APEX1 inh; F = POLB inh; G = Pol iota inh; H = TRHR ag; I = BLM inh
COc1ccc2ncc3c(-c4ccc(C)c(C)c4)nn(CC(=O)NC4CCCCC4)c3c2c1
  A = -4%; B = 10%; C = -1%; D = -28%; E = nt; F = 7%; G = ?; H = 0.2; I = 0%
Cc1cc(OCC(=O)Nc2cccnc2)c2c(C)cc(=O)oc2c1
  A = -5%; B = 5%; C = 5%; D = 4%; E = 16%; F = 0%; G = -20%; H = -0.1; I = 2%
COc1ccc(CC(=O)Nc2ccc(S(=O)(=O)Nc3cc(C)on3)cc2)cc1OC
  A = -7%; B = -9%; C = -2%; D = -4%; E = -1%; F = 7%; G = 3%; H = 0.1; I = 0%
CN1CN=C(NS(=O)(=O)c2ccc([N+](=O)[O-])cc2)NC1
  A = -7%; B = -7%; C = 0%; D = ?; E = 38%; F = 26%; G = 9%; H = -1.2; I = -4%
O=C(CSCc1cc(=O)n2nc(C3CC3)sc2n1)Nc1ccccc1Cl
  A = -12%; B = 5%; C = 17%; D = 9%; E = 49%; F = 6%; G = -7%; H = -0.3; I = -3%
CC1(C)CC(CC(=O)Nc2ccccc2[N+](=O)[O-])C(=O)O1 (configuration not stated)
  A = -7%; B = -14%; C = -3%; D = -4%; E = -3%; F = -18%; G = 3%; H = 0.8; I = 3%
CC(C)n1cnc2cc(NCc3ccccn3)ccc21
  A = -17%; B = 1%; C = -4%; D = 29%&19%; E = -2%; F = 3%; G = 32%[activator]; H = -0.9; I = 0%
COCCN(C(=S)Nc1cc(C)cc(C)c1)C(C)c1cccs1 (configuration not stated)
  A = -14%; B = -2%; C = -13%; D = -15%; E = 8%; F = -16%; G = -13%; H = -1.5; I = -11%
CC(=O)NC(NC(=S)Nc1c(C)n(C)n(-c2ccccc2)c1=O)C(Cl)(Cl)Cl (configuration not stated)
  A = 1%; B = 6%[60.1 µM]; C = -7%; D = -12%; E = 0%; F = 7%; G = 30%[activator]; H = 0.6; I = -4%
CCn1c(COc2ccc(C)cc2)nnc1SCC(=O)Nc1ccc2c(c1)OCCO2
  A = -14%; B = -11%; C = -9%; D = 8%; E = 12%; F = -4%; G = -6%; H = -0.3; I = 1%
COc1cccc(/C=N/n2cnc3c(cnn3-c3ccccc3)c2=O)c1
  A = -5%; B = -9%; C = 3%; D = 0%; E = -6%; F = 1%; G = -6%[58.9 µM]; H = -0.5; I = 0%
CCOC(=O)c1ccc(Nc2nc(N3CCOCC3)nc(N3CCOCC3)n2)cc1
  A = 1%; B = -2%; C = 4%; D = ?; E = -13%; F = 2%; G = 12%; H = 1.1; I = -3%
Cc1ccccc1-c1noc(-c2cccs2)n1
  A = 8%; B = 13%; C = 3%; D = 0%; E = 16%; F = -1%; G = 10%; H = 0.5; I = -13%
COc1cc(C2C(S(=O)(=O)c3ccccc3)CON2C)ccc1OCc1ccc(F)cc1 (configuration not stated)
  A = -5%; B = -3%; C = 1%; D = 6%; E = 1%; F = 2%; G = 61%[activator]; H = -0.6; I = -19%
O=C(NCc1cccnc1)Nc1cccc(C(F)(F)F)c1
  A = -6%; B = -12%; C = -1%; D = 1%; E = ?; F = 17%; G = 13%; H = 0.5; I = -4%
CCCc1cc(CN(C)C(=O)CC2C(=O)NCCN2Cc2ccccc2C)[nH]n1 (configuration not stated)
  A = -2%; B = -16%; C = 4%; D = 6%; E = 5%; F = 3%; G = 20%; H = 0.6; I = 2%
Cc1cccc(-c2noc(-c3ccc(NCc4cccnc4)c([N+](=O)[O-])c3)n2)c1
  A = -5%; B = 3%; C = 5%; D = -10%; E = nt; F = -2%; G = -22%; H = 0.0; I = -4%
CN(C)CCOc1ccc(C(C)(C)c2ccccc2)cc1
  A = -17%; B = -1%; C = -3%; D = ?; E = 2%; F = ?; G = 122%[activator]; H = 0.4; I = -13%
O=C(CCc1ccc(S(=O)(=O)NC2CCCCC2)cc1)N(Cc1ccccc1)Cc1ccccc1
  A = 62%[activator]; B = -7%; C = -11%; D = 6%; E = -12%; F = 3%; G = ?; H = 1.8; I = -6%
CC(C)Nc1ccc(-c2nc(-c3ccncc3)no2)cc1[N+](=O)[O-]
  A = ?; B = -6%; C = 4%; D = -4%; E = nt; F = ?; G = 12%; H = -0.9; I = -11%
c1cncc(-c2nnc3sc(C4CCCCC4)nn23)c1
  A = -1%; B = 1%; C = 2%; D = 36%[activator]; E = 2%; F = 1%; G = 13%; H = -1.6; I = 1%
C/C(=N\NC(=O)c1cc(C)nc2ccccc12)c1cccs1
  A = -14%; B = -1%; C = 2%; D = -4%; E = -3%; F = 1%; G = 16%; H = -0.1; I = 2%
CCOC(=O)c1cc2sccc2n1CC(=O)Nc1ccc(OC)cc1
  A = -6%; B = -13%; C = 0%; D = -19%; E = 0%; F = 3%; G = 22%; H = -0.2; I = 1%
CCN(c1ccccc1)S(=O)(=O)c1ccc(OC)c(NC(=O)CN2C(=O)NC(C)(C)C2=O)c1
  A = nt; B = -2%; C = -3%; D = 161%[activator]; E = 9%; F = nt; G = 27%; H = 0.4; I = nt
COc1ccc2c(c1)C(=O)CC(c1ccc3c(c1)OCCO3)O2 (configuration not stated)
  A = 1%; B = -9%; C = -24%; D = 12%; E = -7%; F = 0%; G = 91%[activator]; H = -0.3; I = -11%
CC(CCc1ccccc1)NC(=O)Cc1cccs1 (configuration not stated)
  A = -5%; B = -6%; C = -6%; D = -5%; E = 20%; F = ?; G = 77%[activator]; H = -0.5; I = -11%
COc1ccc(NC(=O)N2CCCC2C(=O)NCc2ccccc2Cl)cc1 (configuration not stated)
  A = -2%; B = -16%; C = 16%; D = 13%; E = 1%; F = 17%; G = 95%[activator]; H = -0.1; I = -5%
Cc1ccc(-c2nc(SC(C)C(=O)N3CCOCC3)n[nH]2)cc1 (configuration not stated)
  A = -5%; B = 5%; C = -4%; D = ?; E = 48%[activator]; F = 26%; G = 8%; H = -0.4; I = 1%
COc1cccc(NC(=O)COC(=O)Cc2ccc(Br)cc2)c1
  A = ?; B = -11%; C = 1%; D = ?; E = -2%; F = 10%; G = 52%[activator]; H = -1.0; I = -7%
CCOC(=O)N1CCN(C(=O)C2CCN(S(=O)(=O)CC)CC2)CC1
  A = -4%; B = 1%; C = nt; D = 19%; E = 2%; F = 6%; G = 11%; H = 0.0; I = 2%
COc1ccc2nc(C)c(C(=O)OCCN(C)C)cc2c1
  A = -1%; B = nt; C = nt; D = nt; E = 8%; F = 26%; G = nt; H = -0.1; I = -7%
COc1cc(C(=O)N2CCN(C(=O)c3ccccc3)CC2)cc(OC)c1OC
  A = -3%; B = -25%; C = 5%; D = 9%[57.4 µM]; E = 9%; F = 16%; G = -4%; H = 0.1; I = -3%
COc1ccc(OC)c(CCNC(=O)C(C)n2nc(C)c3c(C)n(-c4ccccc4)nc3c2=O)c1 (configuration not stated)
  A = -18%; B = 9%; C = -11%; D = 0%; E = 64%[activator]; F = 1%; G = -15%; H = -0.2; I = 1%
Cc1ccnc(NC(=O)c2cccc(S(=O)(=O)N3CCN(c4ccccc4)CC3)c2)c1
  A = nt; B = -6%; C = 8%; D = -6%; E = -2%; F = nt; G = 3%; H = 0.4; I = nt
COc1cccc(NC(=O)CN(C)C(=O)c2cc(-c3ccccc3)nc3ccc(C)cc23)c1
  A = nt; B = -8%; C = 14%; D = 3%; E = nt; F = nt; G = -5%; H = nt; I = nt
CCC(NC(=O)CNC(=O)CNC(=O)c1ccc(Cl)cc1Cl)c1ccc(C)cc1 (configuration not stated)
  A = -11%; B = 4%; C = -4%; D = 0%; E = 18%; F = 2%; G = 8%; H = 0.4; I = 1%
Nc1ccccc1-c1nc2ccccc2c(=O)o1
  A = -3%; B = 5%; C = 5%; D = ?; E = 5%; F = 3%; G = 11%; H = 0.4; I = -7%
CCCCn1c(SCC(=O)N2CC(C)CC(C)C2)nc2cc(S(N)(=O)=O)ccc21 (configuration not stated)
  A = -14%; B = -15%; C = -3%; D = -7%; E = -1%; F = 7%; G = 5%; H = -0.3; I = -2%
COc1ccc(CNCCC(c2ccc(F)cc2)c2ccc(OC)cc2)cc1 (configuration not stated)
  A = -17%; B = -13%; C = -4%; D = ?; E = 13%; F = -1%; G = 6%; H = 1.1; I = 4%
C/C(N)=C(/C#N)C(=O)CSc1nc2ccccc2[nH]1
  A = -14%; B = ?; C = -1%; D = -16%; E = ?; F = 14µM*; G = 20µM*; H = 0.1; I = -13%
CCOc1ccccc1N(CC(=O)Nc1ccc2c(c1)OCCO2)S(C)(=O)=O
  A = -7%; B = -9%; C = -1%; D = 0%; E = 10%; F = 33%; G = 1%; H = 0.2; I = -3%
CCOc1ccc(OCCSc2nc(C)cc(=O)[nH]2)cc1
  A = -11%; B = -16%; C = -5%; D = 7%; E = ?; F = 16%; G = 6%; H = 0.0; I = -2%

# Entries of single compounds, quoted from the list. Order of screens: Apoferritin bind	Pol kappa inh	ERG Ets-DNA blk	12-LOX inh	APEX1 inh	POLB inh	Pol iota inh	TRHR ag	BLM inh
# Record of `C/C(N)=C(/C#N)C(=O)CSc1nc2ccccc2[nH]1` → -14%	?	-1%	-16%	?	14µM*	20µM*	0.1	-13%
# Record of `COc1cccc(NC(=O)CN(C)C(=O)c2cc(-c3ccccc3)nc3ccc(C)cc23)c1` → nt	-8%	14%	3%	nt	nt	-5%	nt	nt
